CHRM4 PAM: potentiates acetylcholine response at human M4 receptor | CHO-K1 hM4/Gqi5, Fluo-8 calcium fluorescence, ACh EC20; 0% = ACh EC20, 100% = maximal ACh | activation, % at 3 µM | 0.4% of 360,000 active | AID 624126;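 active = activation above its plate's cutoff, the mean activation of sample wells plus 3 SD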; also: some results filed as inactive read as strong as hits
CHRM1 antagonist: human CHRM1 antagonism. P11229. CHO-K1 hM1, Fluo-8 calcium fluorescence, ACh EC80 antagonist. inhibition, % at 3 µM. 1.3% of 360,000 active. AID 588852;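 active = percent inhibition above its own plate's cutoff, namely the mean of that plate's compound wells plus 3 SD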;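 also: peak over basal fluorescence ratio during 140 s after agonist addition; 0% = ACh EC80 plus DMSO and 100% = DMSO alone without agonist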
Target sequence (P11229 whole entry, looked up): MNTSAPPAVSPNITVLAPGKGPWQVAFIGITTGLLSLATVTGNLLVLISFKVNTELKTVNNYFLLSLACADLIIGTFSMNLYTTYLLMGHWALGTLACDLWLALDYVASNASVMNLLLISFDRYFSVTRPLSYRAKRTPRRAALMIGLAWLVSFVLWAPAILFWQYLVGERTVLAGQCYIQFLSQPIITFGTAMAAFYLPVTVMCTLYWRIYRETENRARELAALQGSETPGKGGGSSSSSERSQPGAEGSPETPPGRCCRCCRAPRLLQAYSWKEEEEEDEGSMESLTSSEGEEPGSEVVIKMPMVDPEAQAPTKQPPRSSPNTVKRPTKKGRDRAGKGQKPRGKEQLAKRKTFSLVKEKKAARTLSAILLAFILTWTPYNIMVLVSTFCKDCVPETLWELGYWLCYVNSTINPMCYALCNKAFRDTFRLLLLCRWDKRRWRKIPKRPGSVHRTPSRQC
M5 PAM: positive allosteric modulators of human muscarinic M5 receptor. AID 624038. activation, % at 3 µM. CHO-K1 hM5, Fluo-8 calcium, ACh EC20 PAM; 0% = ACh EC20, 100% = ACh EC100. 0.3% of 360,000 active. P08912;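 active = activation above the run cutoff, the mean activation of all test compounds plus 3 SD, cut at about 18% in these data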
Target sequence (P08912 whole entry, looked up): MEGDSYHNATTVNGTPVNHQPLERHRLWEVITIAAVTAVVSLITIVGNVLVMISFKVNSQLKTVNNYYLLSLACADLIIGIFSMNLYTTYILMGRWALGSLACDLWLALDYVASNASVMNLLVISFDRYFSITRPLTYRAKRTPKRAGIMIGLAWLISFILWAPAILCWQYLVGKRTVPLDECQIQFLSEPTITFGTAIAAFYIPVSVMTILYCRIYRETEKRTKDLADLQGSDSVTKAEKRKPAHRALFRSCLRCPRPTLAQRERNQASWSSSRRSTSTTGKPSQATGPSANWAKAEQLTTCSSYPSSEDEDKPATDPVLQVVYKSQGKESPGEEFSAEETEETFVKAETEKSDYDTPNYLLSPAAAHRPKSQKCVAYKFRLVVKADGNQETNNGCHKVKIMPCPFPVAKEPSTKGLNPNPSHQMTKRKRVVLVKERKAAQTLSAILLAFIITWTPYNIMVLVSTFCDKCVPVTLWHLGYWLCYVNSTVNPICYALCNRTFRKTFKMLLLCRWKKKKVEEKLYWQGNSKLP
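system = human M5 receptor in CHO-K1 cells | reagent = EC20 acetylcholine as agonist stimulus | compound dosing = single-point, 3 µM nominal | incubation = Fluo-8 loading 80 min at 37 °C plus 30 min room temperature | detection = Fluo-8 calcium dye fluorescence, kinetic read | benchmarks = low control EC20 acetylcholine (0%), high control EC100 acetylcholine (100%)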
M4 ag: agonists of human muscarinic M4 receptor (CHRM4). CHO-K1 hM4/Gqi5, Fluo-8 calcium fluorescence; vehicle 0%, full acetylcholine response 100%. 0.14% of 360,000 active. activation, % at 3 µM. AID 624127;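 active = activation above the run mean over all test wells plus 3 SD, cut at about 32% in these data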;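 also: peak over basal fluorescence ratio per well then scaled between controls; 0% = DMSO wells and 100% = acetylcholine at EC100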
M4 antag: blocks acetylcholine activation of human M4 receptor | 0.73% of 360,000 active | CHO-hM4 cells, ACh EC80, Fluo-8 calcium fluorescence | P08173 | inhibition, % at 3 µM;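 active = inhibition above its plate's cutoff, the mean inhibition of sample wells plus 3 SD, cut at about 27% in these data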;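 also: 0% = acetylcholine EC80 with DMSO and 100% = DMSO without agonist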
CRFR2-BP ag: agonists of human CRF-binding protein/CRF-R2 receptor complex. AID 588473. 0.46% of 350,000 active. HEK293 CRF-R2/CRF-BP, calcium dye fluorescence (FLIPR); percent of saturating CRF peptide response. activation, % at 13.2 µM;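 active = activation of at least 50%, plus an integration ratio under a set limit after plate pattern correction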;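 also: plate controls were neutral control wells without compound for no effect and CRF at EC100 for full effect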
CHRM5 agonist: CHRM5 agonism in calcium assay | CHO-K1 hM5 cells, Fluo-8 calcium fluorescence; 0% DMSO wells, 100% maximal acetylcholine response | activation, % at 3 µM | 0.19% of 360,000 active | P08912;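 active = activation above the run's mean over test compounds plus 3 SD, cut at about 23% in these data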;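 also: signal is peak over basal fluorescence ratio across the kinetic read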
M1 PAM: human CHRM1 positive allosteric modulation. AID 588819. CHO-K1 hM1, Fluo-8 calcium fluorescence, ACh EC20; 0% = ACh EC20, 100% = maximal ACh. activation, % at 3 µM. 0.088% of 360,000 active. P11229; in the data active = activation above about 19%, passing the limit was not always enough
CHRM5 antagonist: CHRM5 antagonism in calcium assay; P08912; CHO-hM5 cells, Fluo-8 calcium fluorescence, ACh EC80; inhibition, % at 3 µM; 0.59% of 360,000 active; AID 624040;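 active = inhibition above a per-plate cutoff, the mean of that plate's test compounds plus 3 SD, cut at about 27% in these data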;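 also: 0% = acetylcholine EC80 with DMSO and 100% = DMSO without agonist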
Numbers without * were called inactive; nt = no result given. Compounds were not picked by outcome (roughly 2.8% active in at least one column).

Start of the data: the first 13 records as a preview:
SMILES	CHRM4 PAM	CHRM1 antagonist	M5 PAM	M4 ag	M4 antag	CRFR2-BP ag	CHRM5 agonist	M1 PAM	CHRM5 antagonist
O=C(O)CC1SC(=O)N(Cc2ccccc2)C1=O (centres undefined)	0	0	-1	0	0	-0.6	2	7	-1
CCc1nc2ccc(C(=O)NCCCN3CCCC3=O)cn2c1N(C=O)CC	3	-10	-6	0	-2	nt	-1	11	4
Cc1ccccc1C(=O)c1cccn1CC(=O)NCc1ccccc1Cl	-2	-17	-3	4	10	-1.9	-4	18	16
Cn1cc(-c2nnnn2-c2ccccc2)c(=O)c2ccccc21	7	-5	-2	0	2	-0.4	0	2	-2
O=C(C1CCCO1)N1CCN(C(=S)Nc2ccc(Cl)cc2)CC1 (centres undefined)	7	-2	-3	2	0	-1.3	1	3	8
CC(C)CNS(=O)(=O)c1ccc(OCC(=O)NCc2ccco2)cc1	5	1	4	1	-1	1.2	1	-4	-9
CCc1nc2c(OCC(=O)N3CCOCC3)cccn2c1N(C)C(=O)COc1ccccc1	-5	-15	-2	1	6	nt	1	6	-1
O=C(CCN1C(=O)c2ccccc2C1=O)N1CCN(C2c3ccccc3-c3ccccc32)CC1	-5	3	-5	0	10	-1.2	1	1	3
CCN(CC)c1ccc(NC(=O)COC(=O)COc2ccccc2[N+](=O)[O-])cc1	7	-11	-3	1	6	1.1	-3	-1	6
COC(=O)c1cc(C)[nH]c2c(C)cc3nc4ccccc4c3c12	-8	19	-9	9	-9	-1.7	-5	-11	3
COC(=O)CCC(=O)OC1(C)C(=O)C2=CN(c3ccc(OC)cc3)C(c3ccc(OC)cc3)=CC2=C(Br)C1=O (centres undefined)	11	4	11	0	-3	0.6	6	6	2
Nc1ccc(NS(=O)(=O)c2ccccc2)cc1	2	-1	-3	2	-4	0.1	0	5	-5
Cc1c(NC(=O)CSc2ccc(Cl)cc2)c(=O)n(-c2ccccc2)n1C	-5	2	2	0	5	-2.2	-2	4	-1

The whole of this part, from the first entry:
SMILES	CHRM4 PAM	CHRM1 antagonist	M5 PAM	M4 ag	M4 antag	CRFR2-BP ag	CHRM5 agonist	M1 PAM	CHRM5 antagonist
O=C(O)CC1SC(=O)N(Cc2ccccc2)C1=O (centres undefined)	0	0	-1	0	0	-0.6	2	7	-1
CCc1nc2ccc(C(=O)NCCCN3CCCC3=O)cn2c1N(C=O)CC	3	-10	-6	0	-2	nt	-1	11	4
Cc1ccccc1C(=O)c1cccn1CC(=O)NCc1ccccc1Cl	-2	-17	-3	4	10	-1.9	-4	18	16
Cn1cc(-c2nnnn2-c2ccccc2)c(=O)c2ccccc21	7	-5	-2	0	2	-0.4	0	2	-2
O=C(C1CCCO1)N1CCN(C(=S)Nc2ccc(Cl)cc2)CC1 (centres undefined)	7	-2	-3	2	0	-1.3	1	3	8
CC(C)CNS(=O)(=O)c1ccc(OCC(=O)NCc2ccco2)cc1	5	1	4	1	-1	1.2	1	-4	-9
CCc1nc2c(OCC(=O)N3CCOCC3)cccn2c1N(C)C(=O)COc1ccccc1	-5	-15	-2	1	6	nt	1	6	-1
O=C(CCN1C(=O)c2ccccc2C1=O)N1CCN(C2c3ccccc3-c3ccccc32)CC1	-5	3	-5	0	10	-1.2	1	1	3
CCN(CC)c1ccc(NC(=O)COC(=O)COc2ccccc2[N+](=O)[O-])cc1	7	-11	-3	1	6	1.1	-3	-1	6
COC(=O)c1cc(C)[nH]c2c(C)cc3nc4ccccc4c3c12	-8	19	-9	9	-9	-1.7	-5	-11	3
COC(=O)CCC(=O)OC1(C)C(=O)C2=CN(c3ccc(OC)cc3)C(c3ccc(OC)cc3)=CC2=C(Br)C1=O (centres undefined)	11	4	11	0	-3	0.6	6	6	2
Nc1ccc(NS(=O)(=O)c2ccccc2)cc1	2	-1	-3	2	-4	0.1	0	5	-5
Cc1c(NC(=O)CSc2ccc(Cl)cc2)c(=O)n(-c2ccccc2)n1C	-5	2	2	0	5	-2.2	-2	4	-1
Fc1cccc(-n2c(-c3ccco3)nc3nc4ccccc4nc32)c1	-3	-2	-4	1	4	1.5	1	3	3
CCOC(=O)c1c(NC(=O)CSc2nc3ccccc3[nH]2)sc2c1CC(C)(C)NC2(C)C	9	-17	4	3	-6	-1.2	0	9	2
OC(c1ccccc1)C(NCc1ccccc1)c1ccccc1 (centres undefined)	-2	-6	-5	3	-14	-1.6	2	2	11
CS(=O)(=O)N(Cc1ccccc1Cl)c1ccc(C(=O)N2CCCC2)cc1	-7	-3	2	1	0	0.2	2	1	5
CCOC(=O)N1CCC(NS(=O)(=O)c2ccc(NC(C)=O)c(Cl)c2)CC1	-8	7	-5	6	-5	4.2	3	-4	6
CCOc1ccc(S(=O)(=O)Nc2cccc(C)c2)c2cccnc12	8	5	6	3	-6	-0.8	10	7	-22
CCC(OC(=O)c1cc2sccc2n1C)C(=O)NCC1CCCO1 (centres undefined)	5	0	-7	0	9	-1.4	-1	-1	11
CCCC(=O)N(CCN1CCOCC1)c1nc2ccc(OCC)cc2s1	3	-10	-1	7	-12	-0.8	-6	9	4
CCOC(=O)n1c(=O)oc2cc(S(=O)(=O)N3CCCCC3)ccc21	-2	-8	0	3	5	-3.1	2	5	-3
CCCCn1cc(SCC(=O)O)c2ccccc21	1	-15	8	0	2	0.6	-1	12	-6
O=S(=O)(c1ccc(SCCOc2cccc(Br)c2)nc1)N1CCCC1	0	6	0	1	4	5.0	-1	-2	10
Cc1ccc(CNC(=O)C2(S(=O)(=O)c3ccccc3)CC=CC2)cc1	1	1	-3	0	4	1.3	-2	8	16
COC(=O)c1ccc(NS(=O)(=O)c2ccc(OC)cc2)cc1	-5	-6	1	3	0	-3.0	6	-3	-5
O=C(O)CCN1CCOCC1	14	-7	6	1	11	2.1	-1	9	-4
Cc1ccc(CNc2nc(-c3cccnc3)nc3ccccc23)cc1	-11	19	-6	10	12	2.2	-3	-15	15
CC(OC(=O)c1ccc(F)cc1)C(=O)Nc1nc(-c2cccc([N+](=O)[O-])c2)cs1 (centres undefined)	1	-3	0	0	-2	0.2	-1	1	-2
c1ccc(Cc2cc[n+](Cc3ccccc3)cc2)cc1	-19	37*	0	0	22	-3.7	-10	-33	-1

Compound profiles (already shown).
Listed for CCC(OC(=O)c1cc2sccc2n1C)C(=O)NCC1CCCO1 (centres undefined) → CHRM4 PAM: 5; CHRM1 antagonist: 0; M5 PAM: -7; M4 ag: 0; M4 antag: 9; CRFR2-BP ag: -1.4; CHRM5 agonist: -1; M1 PAM: -1; CHRM5 antagonist: 11
Listed for OC(c1ccccc1)C(NCc1ccccc1)c1ccccc1 (centres undefined) → CHRM4 PAM: -2; CHRM1 antagonist: -6; M5 PAM: -5; M4 ag: 3; M4 antag: -14; CRFR2-BP ag: -1.6; CHRM5 agonist: 2; M1 PAM: 2; CHRM5 antagonist: 11

Remaining list, next part.
SMILES	CHRM4 PAM	CHRM1 antagonist	M5 PAM	M4 ag	M4 antag	CRFR2-BP ag	CHRM5 agonist	M1 PAM	CHRM5 antagonist
O=C(Cc1ccccc1[N+](=O)[O-])NCc1ccc(Cl)cc1	3	-32	4	0	-3	-0.2	-5	11	1
CCNC(=O)C/C(C)=N/NC(=O)C12CC3CC(CC(C3)C1)C2	13	-2	-10	1	-4	-0.7	1	7	4
CCOC(=O)[C@]12CCCC=C1N(CCC1=CCCCC1)C(=O)[C@H](CC(=O)N1CCSCC1)C2	-1	nt	-1	nt	-15	nt	-1	nt	-10
S=C(NCCCn1ccnc1)Nc1cccc(Cl)c1	-3	-6	0	1	-11	1.1	-2	8	8
Cc1nc2ccc([N+](=O)[O-])cc2s1	1	-3	4	0	2	-1.8	-2	8	-1
O=C(O)CCc1ccc(-c2ccccc2)n1NC(=O)c1sc2ccccc2c1Cl	-1	0	-2	1	-2	-0.5	-2	5	-1
CC(C)SCC(=O)Nc1ncc2c(n1)-c1ccccc1CC2	-12	9	-19	20	4	3.1	3	-9	18
CC(=O)NNC(=O)c1csc(Cc2c(Cl)sc3ccc(Cl)cc23)n1	2	-10	9	3	-3	4.4	-1	6	-2
COc1ccc(CCNC(=O)COc2ccc(S(=O)(=O)NC(C)C)cc2Cl)cc1OC	-8	-1	-9	1	9	12	-1	2	16
O=C(NC1CCCCC1c1ccccc1)c1ccccc1 (centres undefined)	5	-7	-13	0	-8	-1.9	0	-3	4
Cc1c(C(=O)NCc2ccco2)sc(=O)n1Cc1ccc(S(C)(=O)=O)cc1	0	-21	3	2	-6	nt	1	7	-2
CC1(C(=O)NCc2ccccc2)CSCC(=O)N1CCOc1ccccc1 (centres undefined)	-2	nt	5	8	9	nt	-2	nt	-7
COc1ccc(-c2nc3ccc(C)cn3c2Cc2ccccc2)cc1OC	-2	-15	2	2	-13	nt	-1	5	0
COc1ccc(C2CC(=O)CC(=O)C2n2cncn2)cc1 (centres undefined)	15	-9	3	1	-1	-1.5	-2	3	-6
O=S(=O)(c1ccccc1)N1CCC(O)(CSc2ccc(Cl)cc2)CC1	-10	27	-12	9	13	6.4	-2	-7	24
COCCCNCCOCCOc1c(OC)cccc1OC	3	-16	5	1	2	0.6	0	13	1
CNC(=O)Cc1nc2ccccc2n1CC(=O)Nc1cc(C)cc(C)c1	5	-11	3	2	-2	-1.2	-3	15	9
CC(C)CCNC(=O)CN(CC1CCCO1)C(=O)CCC(=O)Nc1nccs1 (centres undefined)	17	-44	-1	1	0	1.6	-2	20*	-13
COC(=O)C1C(=O)NCC1c1ccc(OC)cc1 (centres undefined)	2	-4	-2	2	1	-2.1	1	1	-2
COc1cc(CNCCO)ccc1OCC(=O)Nc1ccc(Br)cc1	8	-12	1	3	7	-0.1	-1	5	0
CC(=O)N(C1=C(N2CCOCC2)C(=O)c2ccccc2C1=O)c1ccc(C(=O)O)cc1	-6	-16	6	1	-14	1.3	-5	8	-2
CC(NC(=O)c1ccc(OC2CCN(Cc3ccccn3)CC2)cc1)c1nccs1 (centres undefined)	12	-15	2	1	-10	1.1	-7	4	-26
Cc1cc(C(=O)OCC(=O)c2cccs2)ccc1[N+](=O)[O-]	-2	-16	-2	3	-14	-0.7	-2	7	-1
Cc1ccc(N(CC(=O)Nc2ccc(F)cc2)S(=O)(=O)N2CCCC2)cc1	-5	1	0	0	4	-0.5	-8	4	2
CCOC(=O)c1ccc(NC(=O)C2CCCN(c3cnccn3)C2)cc1 (centres undefined)	-2	4	1	8	4	-1.7	2	-1	6
Cc1ccc2cc(CN(Cc3cccs3)Cc3nnnn3CC3CCCO3)c(=O)[nH]c2c1C (centres undefined)	9	0	-2	2	-4	-1.8	2	-1	8
Cc1ccc(CNC(=O)C2CCN(S(=O)(=O)N3CCC4(CC3)OCCO4)CC2)cc1	3	-17	-1	0	-12	-0.3	-1	12	-2
CCc1ccccc1NC(=S)Nn1cnnc1	13	-9	0	1	-12	nt	-3	20	-6
COc1ccc(N=Nc2cc(OC)c(N)cc2OC)cc1	4	-9	-8	-2	1	-4.3	-4	4	7
N#CCC1c2ccccc2CCN1C(=O)Nc1cccc(Cl)c1 (centres undefined)	-6	5	-1	3	6	0.5	-4	-3	1
